# TrxR1 inh: blocks rat thioredoxin reductase 1; Potency, µM (doses to about 114 µM), without a hit: at the top dose activity change, negative = inhibition, most hits filed as inhibitors; recombinant rTrxR1, NADPH fluorescence consumption, selenite substrate; O89049; 1% of 390,000 active; further: on the % scale 0 is the no-effect control and ±100 the full control effect; nearly all actives have a fitted effect of over 65% in size
#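 Rat TrxR1 (90 nM in the dispensed reagent) was pre-reduced with 400 uM NADPH for 5 min at room temperature, then incubated with compound for 15 min. After 400 uM selenite was added, NADPH fluorescence (Ex 340/Em 450 nm) was followed for 8 min.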
# Pin1 inh: inhibitors of human Pin1; AID 504891; Q13526; Pin1 FP peptide displacement, HiFluor488, 10 min; Potency, µM (series often up to 115 µM), inactives show at the highest dose activity, negative = inhibition, usual class: inhibitors; 0.009% of 390,000 active; active means well fitted inhibition curve with a large enough effect in the polarisation, with a control signal flat, not every such curve was filed as active; inconclusive means small, poorly fitted or top-dose-only effect, or effect the other way, or a change in a side signal; inactive means no such curve, though single readings can be large or run the other way; the % refers to the polarisation; further: on the % scale 0 is the no-effect control and ±100 the full control effect
# HP1b binding inh: blocks HP1-beta chromodomain binding to methylated histone tails; P83916; AlphaScreen HP1-beta / biotin-H3K9me3 peptide binding; Potency, µM (doses to about 114 µM), inactives show at the highest dose activity change, negative = inhibition, hits mostly inhibitors; 0.56% of 390,000 active; further: nearly all actives have a fitted effect of over 70% in size; inactives centre near 23
#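 HP1-beta protein (50 nM final) preincubated 30 min at room temperature with biotinylated H3(1-18)K9me3 peptide (50 nM) in PBS pH 7.4, 0.01% Tween-20, then compound added for 30 min. AlphaScreen streptavidin donor/nickel chelate acceptor beads (10 ug/mL final), 30 min dark, luminescence read.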
# ERG Ets-DNA blk: ERG Ets/DNA interaction inhibition | fluorescence polarization, His-ERG Ets domain / labelled DNA | Potency, µM (titrated, usually from 76.9 µM), inactives show at the top dose FP activity, negative = inhibition, actives largely listed as inhibitors | 0.028% of 370,000 active | P11308 | AID 624246; active means well fitted inhibition curve with a large enough effect in the polarisation, with a control signal flat; inconclusive means small, poorly fitted or top-dose-only effect, or effect the other way, or a change in a side signal; inactive means no such curve, though single readings can be large or run the other way; the % refers to the polarisation;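 further: polarization taken with two DNA probes labelled with fluorescein and Texas red; % of control where 0% means no effect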
#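 His-tagged ERG Ets domain (1 uM in the protein solution; 300mM KCl, 50mM Tris-HCl, 1mM EDTA, 1mM DTT, pH 7.5) received compound, then a probe mix of 5 nM fluorescein-DNA and 100nM Texas-615-DNA. Fluorescence polarization was read for both dyes.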
# RGS4 inhibitor: inhibitors of human regulator of G protein signaling 4. P49798. Transcreener GDP fluorescence polarization, RGS4-accelerated GTP hydrolysis. Potency, µM (series often up to 114 µM), without a hit: at the top dose activity change, negative = inhibition, usual class: inhibitors. 0.039% of 390,000 active. AID 504845; further: on the % scale 0 is the no-effect control and ±100 the full control effect; nearly all actives have a fitted effect of over 75% in size; some results filed as inactive show a strong effect at the top dose
#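 MLSMR compounds (23 nl, pin-transferred) preincubated 10 min at room temperature with a 500nM (2x) first reagent, then RGS4 at 900nM (2x) plus Transcreener GDP mix added; fluorescence polarization (620/688 nm) read before and after 90 min at 30 °C.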
# 12-LOX inh: ALOX12 (human) lipoxygenase inhibition; Potency, µM (highest dose often 108 µM), without a hit: at the top dose activity change, negative = inhibition, hits mostly inhibitors; 1.1% of 580,000 active; purified 12hLO, xylenol orange hydroperoxide absorbance; P18054; further: on the % scale 0 is the no-effect control and ±100 the full control effect
#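 Hydroperoxide product was detected by ferrous iron/xylenol orange as the 573 to 405 nm absorbance ratio. Arachidonic acid at 40 uM (final) was turned over for 30 min at room temperature by 150 nM human 12hLO, pH 7.0 Hepes buffer, after 15 min compound preincubation.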
# PGK inhibitor: inhibitors of T. brucei phosphoglycerate kinase; 0.043% of 380,000 active; PGK/GAPDH coupled, Kinase-Glo luminescence, 60 min; Potency, µM (highest dose often 57.5 µM), without a hit: at the highest dose activity change, negative = inhibition, actives largely listed as inhibitors; further: on the % scale 0 is the no-effect control and ±100 the full control effect; nearly all actives have a fitted effect of over 60% in size
#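 Luminescent ATP detection (Kinase-Glo Plus) follows a 60-minute room-temperature incubation, with wells lacking PGK as controls. Buffer: 100 mM TEA (pH 7.6), 5 mM MgCl2, 0.01% Tween-20. Coupling enzyme GAPDH (100 nM final) supplies unstable 1,3-BPG in-well.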
# JMJD2A Tudor: JMJD2A Tudor domain (human) inhibition; 4.4% of 390,000 active; Potency, µM (highest dose often 114 µM), for the others: at the top dose activity change, negative = inhibition, hits mostly inhibitors; AlphaScreen JMJD2A-Tudor / H3K4me3 peptide binding; further: on the % scale 0 is the no-effect control and ±100 the full control effect; nearly all actives have a fitted effect of over 50% in size
# Target sequence (O75164 whole entry, looked up, the tested form may be a part): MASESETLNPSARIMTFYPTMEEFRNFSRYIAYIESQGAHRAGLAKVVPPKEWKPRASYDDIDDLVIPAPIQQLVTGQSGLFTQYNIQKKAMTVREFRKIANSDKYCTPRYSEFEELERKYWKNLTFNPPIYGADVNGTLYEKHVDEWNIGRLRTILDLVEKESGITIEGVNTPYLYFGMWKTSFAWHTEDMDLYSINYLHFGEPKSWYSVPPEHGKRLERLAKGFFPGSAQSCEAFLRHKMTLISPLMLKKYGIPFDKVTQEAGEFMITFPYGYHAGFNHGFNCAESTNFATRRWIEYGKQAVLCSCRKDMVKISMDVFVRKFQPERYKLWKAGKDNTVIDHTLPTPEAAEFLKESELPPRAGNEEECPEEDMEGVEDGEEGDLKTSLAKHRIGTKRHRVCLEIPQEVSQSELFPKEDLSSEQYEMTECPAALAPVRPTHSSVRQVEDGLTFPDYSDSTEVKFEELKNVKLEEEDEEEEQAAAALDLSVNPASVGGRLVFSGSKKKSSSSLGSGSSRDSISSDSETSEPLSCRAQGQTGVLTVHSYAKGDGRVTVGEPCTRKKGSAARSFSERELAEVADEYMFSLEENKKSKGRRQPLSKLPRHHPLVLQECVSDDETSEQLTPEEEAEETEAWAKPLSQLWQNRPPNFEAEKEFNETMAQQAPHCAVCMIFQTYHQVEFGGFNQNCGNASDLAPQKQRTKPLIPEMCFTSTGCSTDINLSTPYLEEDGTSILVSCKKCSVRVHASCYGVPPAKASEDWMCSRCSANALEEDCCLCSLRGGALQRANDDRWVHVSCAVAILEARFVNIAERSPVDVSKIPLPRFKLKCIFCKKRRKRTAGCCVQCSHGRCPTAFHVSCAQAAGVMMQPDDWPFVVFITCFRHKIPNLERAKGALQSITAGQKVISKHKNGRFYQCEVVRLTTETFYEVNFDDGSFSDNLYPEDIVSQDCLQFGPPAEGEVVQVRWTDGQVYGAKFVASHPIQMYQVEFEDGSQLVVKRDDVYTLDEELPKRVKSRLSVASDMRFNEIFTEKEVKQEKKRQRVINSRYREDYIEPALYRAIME
# GLS inhibitor: glutaminase GLS (human) inhibition; GLS enzymatic activity, qHTS titration; 0.21% of 410,000 active; AID 624170; Potency, µM (titrated, usually from 45.5 µM), without a hit: at the highest dose activity change, negative = inhibition, hits mostly inhibitors; further: on the % scale 0 is the no-effect control and ±100 the full control effect
#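 Coupled fluorescence readout: glutamate oxidase/HRP/Amplex Red detect glutamate formed by hKGA from L-glutamine (1 mM solution added). Buffer 45 mM KH2PO4 pH 8.2, 0.02% Tween-20; reads at t0 and 30 min RT.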
# An asterisk follows results filed as active; i = inactive; ? = inconclusive; . = not tested or not shown; & = joins results of further samples; [ ] = dose if it differs, or a comment. Unless noted, the call rests on the fitted dose curve; in most records, active means well fitted curve in the direction sought with a large enough effect; inconclusive means small, poorly fitted or top-dose-only effect, or another doubt; inactive means no such curve, though single readings can be large; an effect the other way counts as inactive or inconclusive. Potency means the concentration at half of the fitted maximal effect. Some of the compounds tested. The share of hits here may be higher or lower than overall.
SMILES,TrxR1 inh,Pin1 inh,HP1b binding inh,ERG Ets-DNA blk,RGS4 inhibitor,12-LOX inh,PGK inhibitor,JMJD2A Tudor,GLS inhibitor
CC(C)C(=O)Nc1ccc(NC(=S)NC(=O)c2ccc([N+](=O)[O-])cc2)cc1,-31%[57.1 µM],-3%,-2%,4%,-19%,-10%,7%,-3%,2%
CCc1ccccc1NC(=O)CSc1nnc(-c2nonc2NC(C)=O)n1C,13%,1%,40%[activator],-3%,-22%,-3%,3%,6%,9%
O=C(NNc1c(Cl)cccc1Cl)c1c(F)cccc1Cl,20%,-1%,54%[activator],4%,9%,23%,-7%,-8%,-1%
COC(=O)c1ccc(-c2ccc(/C=N/NC(=O)CC3(C)OCCCO3)o2)cc1,8%,0%,38%,1%,-15%,15%,8%,-7%,?
CCc1ccc(C2N=C(N)Nc3nc4ccccc4n32)cc1 (centres undefined),3%,2%,22%,0%,-33%,?,-7%,-25%,-5%
CCCn1cnc2cc(NCc3ccc(OC)cc3OC)ccc21,14%,-1%,-21%,0%,-20%,7%,-1%,?,-3%
C/C(=N\NC(=O)c1cccnc1)c1nnn(-c2nonc2N)c1C,20%,-3%,75%[activator],-29%,-12%[56.9 µM],13%,0%,-17%,?
COc1ccc(N(Cc2cc(=O)[nH]c3ccccc23)C(=O)C(C)C)cc1,9%,1%,23%,-5%,8%,175%&-7%[activator],-6%,-9%,2%
O=C(COC(=O)c1cccs1)NCC1CCCCC1,17%[57.1 µM],-4%,21%,2%,-7%,-12%,-6%,-3%,14%
O=C(Nc1nnc(CCN2CCOCC2)s1)C1CCCCC1,13%[57.1 µM],-17%,34%[activator],-7%,8%,?,i,-17%,-7%
C=CCn1c(C(C)NC(=O)c2cccc(C)c2)n[nH]c1=S (centres undefined),-7%,-7%,39%,-10%,-8%,-18%,-5%,18µM*,3%
Cc1ccc(-c2nc3ccccn3c2Nc2ccc3c(c2)OCO3)cc1,25%,-4%,?,-1%,3%,?,-11%,25µM*,3%
COc1ccc(Cl)cc1NC(=O)Cn1cnc2c1c(=O)n(C)c(=O)n2C,15%[57.1 µM],-4%,48%[activator],1%,14%,-13%,-10%,-9%,-4%
CCOC(=O)C1CCCN(C(=O)CCCn2nc(C)n3c(cc4sccc43)c2=O)C1 (centres undefined),-8%[57.1 µM],1%,24%,-8%,16%,-9%,-7%,-12%,2%
Cc1ccc(S(=O)(=O)N2CCCCC2CCNC(=O)C(=O)NCc2ccccc2)cc1 (centres undefined),14%,6%,12%,-6%,-4%,-8%,i,-13%,-8%
COC(=O)Cn1c(CCC(=O)O)ccc1-c1ccccc1,-6%,?,41%[activator],-3%,-7%,-17%,-2%,-18%,?
Cc1ccc(SC2=NS(=O)(=O)c3ccccc32)c(C)c1,?,?,1%[57 µM],.,?,.,.,-11%[57.1 µM],.
CC(=O)Oc1ccc(-c2cccc(C(=O)N(C)c3ccc(O)cc3)c2)cc1,8%[57.1 µM],-11%,35%,5%,-14%,?,0%,-9%,-11%
COc1ccc(-c2nc(CS(=O)CC(=O)NCCc3ccc(C)cc3)c(C)o2)cc1OC (centres undefined),8%,0%,24%,-2%,-3%,-2%,-7%,-26%,5%
COC(=O)c1sc(NC(=O)COC(=O)C2CCC2)c(C(=O)OC)c1C,2%,8%,67%[activator],-12%,-17%,0%,i,13%,0%
COc1cc2[nH]c(=O)n(Cc3ccc(C(=O)NCC4CCCO4)cc3)c(=O)c2cc1OC (centres undefined),17%[57.1 µM],-6%,7%,1%,20%[11.4 µM],-22%,-1%,-17%[57.1 µM],-3%
CCOc1ccccc1/C=N/Nc1cc(C)nc2ccc(C)cc12,21%[57.1 µM],-1%,22%,3%,-14%,58%[activator],-5%,?,?
Cc1ccc(CNC(=O)C2CCN(S(=O)(=O)c3ccc4c(c3)CC(C)N4C(=O)C3CCC3)CC2)o1 (centres undefined),?,5%,-8%[57 µM],20%,-46%,0%,-6%,-20%,17%
Cc1ccc(C)c(NC(=O)CN(C)C(=O)COc2cccc3c2OC(C)(C)C3)c1,1%[57.1 µM],1%,22%,6%,-4%,3%,i,-12%,-6%
COCCn1nnnc1C(c1ccccn1)N1CCN(c2cc(Cl)ccc2C)CC1 (centres undefined),-22%,-12%,21%,2%,-37%,0%[57.4 µM],i,?,-8%
COCc1cc(C)nc2sc(C(=O)Nc3ccc(C(=O)OC)cc3)c(N)c12,25%[2.29 µM],-2%,64%[activator],0%,-3%,?,-4%,17%,5%
Cn1c(SCC(=O)N2CCN(c3ccccc3)CC2)nnc1-c1cc2ccccc2o1,-1%,1%,8%,2%,20%,5%,-9%,-1%,14%
COc1cccc(C(=O)N/N=C/C(Br)=C/c2ccccc2)c1,-13%,15%,21%,4%,-27%,1%,i,-13%,-7%
CSc1nc(NS(=O)(=O)c2ccc(F)cc2F)nn1C,15%,-9%,57%[activator],16%,7%,?,0%,2%,-1%
CN1C(=O)c2ccccc2N(C)C1c1cccs1 (centres undefined),15%,1%,49%[activator],-5%,-3%,3%,1%,-29%,2%
CCN(CC)c1ccc(/C=N/NC(=S)NCc2ccccc2)cc1,6%,3%,?,-14%,-35%,?,-4%,-36%,25%
CC1=CCC2C(=O)N(c3cccc(C(=O)N(C)C4CCCCC4)c3)C(=O)C2C1 (centres undefined),-9%,1%,33%,6%,12%,4%,0%,-3%,0%
COCCn1c(SCC(=O)Nc2ccccc2OC)nc2ccccc21,36%[57.1 µM],0%,11%,2%,14%,8%,6%,-8%,4%
COC(=O)[C@H](Cc1ccccc1)NC(=O)N1CCCCCC1,3%,-5%,24%,0%,12%,29%,-7%,0%,6%
CCCNC(=O)c1ccc(CN2CCc3ccccc3C2)cc1,21%[57.1 µM],-3%,5%,-1%,?,115%[activator],i,-23%,9%
COc1cc(CNC(=O)C2CCCCN2S(=O)(=O)c2ccc(F)cc2)cc(OC)c1OC (centres undefined),3%[57.1 µM],2%,39%,12%,10%,1%,i,-15%,-2%

# One compound at a time, from the list above. Order of values: TrxR1 inh	Pin1 inh	HP1b binding inh	ERG Ets-DNA blk	RGS4 inhibitor	12-LOX inh	PGK inhibitor	JMJD2A Tudor	GLS inhibitor
# `COCc1cc(C)nc2sc(C(=O)Nc3ccc(C(=O)OC)cc3)c(N)c12` in the list: 25%[2.29 µM]	-2%	64%[activator]	0%	-3%	?	-4%	17%	5%
# `Cn1c(SCC(=O)N2CCN(c3ccccc3)CC2)nnc1-c1cc2ccccc2o1` in the list: -1%	1%	8%	2%	20%	5%	-9%	-1%	14%
# `COC(=O)[C@H](Cc1ccccc1)NC(=O)N1CCCCCC1` in the list: 3%	-5%	24%	0%	12%	29%	-7%	0%	6%

# (more compounds)
SMILES,TrxR1 inh,Pin1 inh,HP1b binding inh,ERG Ets-DNA blk,RGS4 inhibitor,12-LOX inh,PGK inhibitor,JMJD2A Tudor,GLS inhibitor
CCOc1cccc(-c2nn3c(-c4cc(C)[nH]n4)nnc3s2)c1,15%&-5%,-1%&16%,19%,-4%,14%&-10%,0%,2%,-10%,13%
CC1CCCN(C(=O)C2CCN(S(=O)(=O)c3cccc4nonc34)CC2)C1 (centres undefined),8%[57.1 µM],5%,21%,-8%,3%,2%,8%,1%,-11%
CCn1c(CNC(=O)c2ccc(Cl)cc2)nnc1SCC(=O)N1CCOCC1,9%,-4%,41%[activator],14%,-3%,16%,-9%,1%,-2%
COc1cnn(-c2cccc(Cl)c2)c(=O)c1Cl,7%,0%,32%,?,-29%,-8%,-9%,-2%,-4%
FC(F)(F)c1nnc2ccc(N3CCCC3)nn12,14%,3%,13%,-8%,8%,131%[activator],-8%,-7%,2%
CCOC(=O)COc1ccc(S(=O)(=O)N2CCN(c3ccc(OC)cc3)CC2)cc1,14%[57.1 µM],2%,-16%,11%,?,-22%,-4%,28µM*,0%
Cc1ccc(NC(=O)CSc2ncnc3ccccc23)cc1S(=O)(=O)N1CCCCCC1,11%,?,14%,2%,2%,1%,9%,-24%,3%
CCS(=O)(=O)N1CCN(c2ccccn2)CC1,-23%,2%,28%,-3%,-33%,-29%,-1%,-14%,-1%
O=C(NCc1ccco1)c1ccc2c(=O)n(CC3CCCO3)c(=S)[nH]c2c1 (centres undefined),-10%,10%,45%[activator],-6%,-21%,0%,-2%,-11%,5%
c1ccc2c(Nc3ccc4c(c3)OCCO4)c3c(nc2c1)CCCC3,1%[57.1 µM],3%,-16%,-9%,-20%,-10%,i,?,-23%
O=C(NCc1ccccc1)C(c1ccccc1F)N(C(=O)c1csnn1)C1CCCC1 (centres undefined),-16%,0%,24%,6%,-23%,13%,-2%,3%,-2%
CC(C)Oc1ccc(S(=O)(=O)N2CCOCC2)cc1NC(=O)CC1OC(=O)c2ccccc21 (centres undefined),7%,-5%,16%,2%,1%,?,-10%,-11%,5%
Cc1cc(-c2nnc(SCC(=O)Nc3ccc(C)c(C)c3)n2N)n[nH]1,9%,-1%,55%[activator],-4%,-51%,1%,1%,-6%,-3%
COc1cc(/C=C/c2nc(C#N)c(N3CCCCCC3)o2)cc(OC)c1OC,144%,1%,6%,-2%,-9%,-20%,-8%,-11%,7%
Cc1c(C(=O)OCc2nnc(-c3ccccc3)o2)oc2ccccc12,33%[activator],3%,37%[activator],1%,17%,3%,-5%,0%,0%
COc1ccccc1S(=O)(=O)Cc1ccc(C(=O)N2CCN(c3cccc(Cl)c3)CC2)o1,-2%,-2%,4%,0%,-5%,-43%,-1%,-33%,6%
